# Screens deposited in PubChem by Broad Institute.
# LGR2 antag = inhibitors of bursicon-induced LGR2 CRE-luciferase signal, primary screen, cell-based, HEK293, CRE-luciferase reporter, bursicon stimulation | 0.35% of 380,000 active | Drosophila bursicon receptor LGR2 (rickets) | bursicon-stimulated, 4 h | AID 720647, 2013 | inhibition, % at 9.99 µM;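 active = drop in luminescence signal, shown as inhibition above about 50% in the replicate tests, limit read from the data, passing the limit was not always enough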;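 also: agonist challenge used bursicon conditioned medium at about half maximal strength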
# XiGFP reactiv = activators of inactive X chromosome reactivation, primary screen, imaging, XiGFP fibroblasts, GFP high-content imaging, set 2; 0.055% of 360,000 active; activation, % at 7.58 µM; XiGFP mouse fibroblasts, % GFP-positive cells imaging, 3 d; cells co-treated with 5-aza-dC sensitizer; scaled so ellipticine positive control = 100%;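 active = mean normalized replicate activation at least 10% and every replicate at or above 10%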;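 also: 0% = median of on-plate neutral control wells and 100% = ellipticine 6 µM median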
#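 material = 68-5-11 XiGFP fibroblast line | medium = DMEM plus 5-aza-dC sensitizer | schedule = 3 days compound exposure | benchmarks = positive control ellipticine, 6 µM final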
# PGC1a acetyl inh = inhibitors of PGC1a acetylation signal, primary screen, cell-based, U2OS, AlphaScreen, inhibitor mode | inhibition, % at 15.6 µM | 0.17% of 350,000 active | AID 651687, 2012 | AlphaScreen anti-acetyl-lysine; with virally co-expressed GCN5 acetyltransferase;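 active = every replicate shows inhibition of at least 40%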;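 also: 0% = neutral control wells and 100% = positive control wells; some results beyond the cut were filed as inactive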
# Active calls of the source: *; & = joins results of further samples. Not all compounds are listed; the hit share may differ from the screen's.
SMILES,LGR2 antag,XiGFP reactiv,PGC1a acetyl inh
COCC(=O)N1CC2(C1)CN(C(=O)CN1CCOCC1)[C@H](CO)c1c2c2ccc(OC)cc2n1C,-2,0.2,0
Cc1[nH]n(-c2ccc([N+](=O)[O-])cc2)c(=O)c1C=NCCc1c(C)[nH]c2ccccc12,-4,1.0,4
C[C@@H]1CN([C@H](C)CO)C(=O)c2cccc(NC(=O)Nc3ccccc3)c2O[C@H]1CN(C)S(=O)(=O)c1cccs1,-2,0.1,-4
COc1ccc2c3c([nH]c2c1)[C@@H](CO)NCC31CCN(S(=O)(=O)c2cccs2)CC1,6,0.3,2
COc1ccc(S(=O)(=O)Nc2ccc3c(c2)C(=O)N([C@H](C)CO)C[C@H](C)[C@H](CN(C)C(=O)NC(C)C)O3)cc1,22,0.0,6
C[C@H]1CN([C@@H](C)CO)C(=O)c2cc(NS(C)(=O)=O)ccc2O[C@H]1CN(C)S(=O)(=O)c1ccc(Cl)cc1,7,0.0,5
COc1ccc2c3c([nH]c2c1)[C@H](CO)N(Cc1cc(F)ccc1F)CC31CCN(C(C)=O)CC1,-84,0.2,-1
COc1ccc(S(=O)(=O)N(C)C[C@@H]2Oc3ccc(NC(=O)NC(C)C)cc3C(=O)N([C@H](C)CO)C[C@H]2C)cc1,-8,0.4,4
COc1ccc2c3c(n(C)c2c1)[C@H](CO)N(S(C)(=O)=O)CC31CCN(C(=O)c2ccccn2)CC1,-7,0.0,-7
Cc1cccc(NC(=O)CSc2nc3c(c(=O)[nH]2)CCC3)c1C,5,0.2,5
COc1ccc2c3c([nH]c2c1)[C@@H](CO)N(S(C)(=O)=O)CC31CN(C(=O)Cc2cccnc2)C1,-14,0.0,-8
COc1ccc(S(=O)(=O)N2CC3(CN(Cc4ccncc4)[C@H](CO)c4[nH]c5cc(OC)ccc5c43)C2)cc1,-2,0.3,-5
CC(C)NC(=O)N(C)C[C@H]1Oc2ccc(NC(=O)Cn3cnnn3)cc2C(=O)N([C@@H](C)CO)C[C@H]1C,-11,-0.2,-1
COc1ccc2c3c(n(C)c2c1)[C@@H](CO)N(C)CC31CCN(S(=O)(=O)c2cn(C)cn2)CC1,-9,0.3,2
CC(=O)c1cc2c(cc1N/C(=N/S(=O)(=O)c1ccccc1)c1ccc(Cl)cc1)OCO2,18,-0.1,13
COc1ccc(S(=O)(=O)N(C)C[C@H]2Oc3ccc(NC(=O)Nc4ccc(C(F)(F)F)cc4)cc3C(=O)N([C@@H](C)CO)C[C@@H]2C)cc1,10,-0.1,-4
O=S(=O)(c1ccccc1)N1[C@@H]2CNC[C@H]1C2c1ccc(-c2ccc(F)cc2)cc1 (some centres undefined),-3,0.0,8
COc1ccc2c3c(n(C)c2c1)[C@H](CO)N(C)CC31CCN(S(=O)(=O)c2cccc(C)c2)CC1,1,0.1,-1
Fc1ccc(CN2[C@@H]3CNC[C@H]2C3c2ccc(-c3ccccc3)cc2)cc1 (some centres undefined),6&5,0.2&0.0,1&8
Cc1c(C(=O)Nc2ccccc2)csc1-c1ccccc1,-26,0.0,5
COc1ccc(S(=O)(=O)Nc2cccc3c2O[C@@H](CN(C)C(=O)Nc2cccc4ccccc24)[C@@H](C)CN([C@H](C)CO)C3=O)cc1,-9,-0.8,-1
CC(C)NC(=O)N(C)C[C@H]1Oc2ccc(NC(=O)Cn3cnnn3)cc2C(=O)N([C@H](C)CO)C[C@H]1C,0,0.0,4
COc1ccc2c3c(n(C)c2c1)[C@@H](CO)N(C(=O)Nc1ccc(F)cc1)CC31CN(S(=O)(=O)c2cccs2)C1,23,0.7,-18
O=C(Nc1cc(S(=O)(=O)N2CCCC2)ccc1OCC(F)(F)F)c1ccc(F)cc1,-12,-0.2,6
Cc1ccc2c(C(=O)CSc3ccccc3)c(C)[nH]c2c1,-11,0.2,-10
COc1ccc2c3c([nH]c2c1)[C@@H](CO)N(C(=O)Nc1ccc(F)cc1)CC31CN(S(C)(=O)=O)C1,-10,0.0,-7
COc1ccc(C2=NN(CCC(=O)NCc3ccc4c(c3)OCO4)C(=O)CC2)cc1,-1,0.0,6
N#Cc1ccccc1NC(=O)CNc1ccc(Cl)c(C(F)(F)F)c1,-8,0.4,3
COc1cc(CN2C[C@@H]3N[C@H](C2)C3c2ccc(/C=C/c3ccccc3)cc2)cc(OC)c1 (some centres undefined),-14&-20,0.3&1.8,-39&-89
COc1ccc2c3c([nH]c2c1)[C@H](CO)N(C(=O)CN1CCOCC1)CC31CN(C(=O)NC(C)C)C1,-2,0.2,1
COc1ccc2c3c([nH]c2c1)[C@H](CO)N(CC1CC1)CC31CN(C(=O)c2ccccc2F)C1,-20,0.3,2
Cc1cc(F)ccc1NCC(=O)Nc1ccccc1Br,-21,0.0,4
C/C=C/c1ccc(C2[C@H]3CNC[C@@H]2N3C(=O)Nc2ccccc2Cl)cc1 (some centres undefined),-2&6,0.0&0.0,4&15
C/C=C/c1ccc(C2[C@@H]3CN(S(=O)(=O)c4cn(C)cn4)C[C@H]2N3)cc1 (some centres undefined),12&7,0.0&0.0,6&-4
COc1ccc2c3c(n(C)c2c1)[C@H](CO)N(Cc1ccc2c(c1)OCO2)CC31CN(C(C)=O)C1,3,0.2,-5
COc1ccc2c3c(n(C)c2c1)[C@@H](CO)N(Cc1ccccc1)CC31CCN(C)CC1,0,0.2,-3
CCCC(=O)N1CC2(CN[C@H](CO)c3c2c2ccc(OC)cc2n3C)C1,7,0.4,3
COc1ccc2c3c(n(C)c2c1)[C@H](CO)N(C)CC31CCN(CC2CC2)CC1,-1,0.3,-11
O=C(Nc1cccc(F)c1)c1cccnc1NCCc1ccccc1,-24,-0.1,2
C[C@H]1CN([C@@H](C)CO)C(=O)c2cccc(NC(=O)C3CCOCC3)c2O[C@@H]1CN(C)Cc1ccc(C(=O)Nc2ccccc2N)cc1,-4,-0.9,8
COc1ccc2c3c(n(C)c2c1)[C@H](CO)N(C(C)=O)CC31CN(C(=O)NC(C)C)C1,6,0.5,-15
C(=C\c1ccc(C2[C@H]3CNC[C@@H]2N3CC2CCOCC2)cc1)/c1ccccc1 (some centres undefined),-18,0.0,0
COc1ccc2c3c([nH]c2c1)[C@H](CO)N(Cc1ccc(F)cc1)CC31CN(C(C)=O)C1,-18,0.3,11
COc1cccc(NC(=O)N2[C@@H]3CNC[C@H]2C3c2ccc(-c3ccncc3)cc2)c1 (some centres undefined),-23&-24,0.1&0.0,1&12
Cc1cccc(NC(=O)CCC(=O)N/N=C/c2cc([N+](=O)[O-])ccc2O)c1,26,-0.2,-3
C[C@H](CO)N1C[C@H](C)[C@@H](CN(C)Cc2ccc(-c3ccccc3)cc2)Oc2ccc(NC(=O)Cc3ccccc3)cc2C1=O,24,0.0,-8
FC(F)(F)c1cccc(CN2[C@@H]3CNC[C@H]2[C@@H]3c2ccc(-c3cccnc3)cc2)c1,-7,0.1,-15
COc1ccc2c3c([nH]c2c1)[C@H](CO)N(S(C)(=O)=O)CC31CCN(C(=O)CN(C)C)CC1,-2,0.3,0
CN(C)c1ccc(/C=C2\SC(=O)N(CC(O)Cn3c4ccccc4c4ccccc43)C2=O)cc1 (centres undefined),-1,0.1,-3
COCC(=O)N1CCC2(CC1)CN(Cc1cccc(OC)c1)[C@@H](CO)c1c2c2ccc(OC)cc2n1C,-11,0.3,2

# Arranged by length of the SMILES (highest first): 6 of the compounds above.
SMILES,LGR2 antag,XiGFP reactiv,PGC1a acetyl inh
COc1ccc2c3c([nH]c2c1)[C@H](CO)N(S(C)(=O)=O)CC31CCN(C(=O)CN(C)C)CC1,-2,0.3,0
COCC(=O)N1CCC2(CC1)CN(Cc1cccc(OC)c1)[C@@H](CO)c1c2c2ccc(OC)cc2n1C,-11,0.3,2
COc1ccc2c3c([nH]c2c1)[C@H](CO)N(Cc1ccc(F)cc1)CC31CN(C(C)=O)C1,-18,0.3,11
CN(C)c1ccc(/C=C2\SC(=O)N(CC(O)Cn3c4ccccc4c4ccccc43)C2=O)cc1 (centres undefined),-1,0.1,-3
COc1cccc(NC(=O)N2[C@@H]3CNC[C@H]2C3c2ccc(-c3ccncc3)cc2)c1 (some centres undefined),-23&-24,0.1&0.0,1&12
Cc1cccc(NC(=O)CCC(=O)N/N=C/c2cc([N+](=O)[O-])ccc2O)c1,26,-0.2,-3

# (more compounds)
SMILES,LGR2 antag,XiGFP reactiv,PGC1a acetyl inh
COc1ccc(S(=O)(=O)N(C)C[C@@H]2Oc3ccc(NS(=O)(=O)c4cn(C)cn4)cc3C(=O)N([C@H](C)CO)C[C@H]2C)cc1,-4,-1.1,-4
CCC(=O)N1[C@@H](CO)[C@@H](c2ccccc2)C12CN(C(=O)CN1CCOCC1)C2,-38,0.0,-8
C[C@H]1CN([C@@H](C)CO)C(=O)c2cccc(NC(=O)Nc3ccc(C(F)(F)F)cc3)c2O[C@H]1CN(C)Cc1ccc(C(=O)O)cc1,-6,-0.1,1
COC(=O)c1sccc1NC(=O)/C=C/C(=O)O,3,0.0,3
COc1ccccc1OCCSc1nc2ccc([N+](=O)[O-])cc2s1,-18,0.1,-2
COc1ccc2c3c(n(C)c2c1)[C@H](CO)N(Cc1ccccc1OC)CC31CN(CC2CCOCC2)C1,-28,0.3,3
CCn1c(COc2ccccc2Cl)nnc1SCC(=O)Nc1ncccc1C,7,0.0,4
COc1ccc2c3c([nH]c2c1)[C@@H](CO)N(Cc1ccccc1)CC31CN(S(C)(=O)=O)C1,-6,0.1,1
COc1ccc2c3c(n(C)c2c1)[C@H](CO)N(CC1CC1)CC31CN(C(=O)Nc2c(C)noc2C)C1,12,0.0,5
O=C(CNC(=O)C1COc2ccccc2O1)N/N=C\c1cccc(O)c1 (centres undefined),-1,0.2,5

# Quoted at random: 2 compounds from above.
SMILES,LGR2 antag,XiGFP reactiv,PGC1a acetyl inh
COc1ccc2c3c(n(C)c2c1)[C@H](CO)N(Cc1ccccc1OC)CC31CN(CC2CCOCC2)C1,-28,0.3,3
COc1ccc2c3c(n(C)c2c1)[C@H](CO)N(CC1CC1)CC31CN(C(=O)Nc2c(C)noc2C)C1,12,0.0,5

# Later entries.
SMILES,LGR2 antag,XiGFP reactiv,PGC1a acetyl inh
COc1ccc(S(=O)(=O)Nc2ccc3c(c2)CC(=O)N([C@H](C)CO)C[C@@H](C)[C@H](CN(C)Cc2ccc(C(=O)Nc4ccccc4N)cc2)O3)cc1,-16,0.2,-22
COc1ccc2c3c([nH]c2c1)[C@@H](CO)N(C(=O)Nc1ccc(F)cc1)CC31CN(S(=O)(=O)c2cccs2)C1,1,0.1,-11
O=C(c1cccnc1)N1CC(=O)N2[C@@H](CO)[C@H](c3ccc(-c4ccccc4F)cc3)[C@@H]2C1,4,0.1,-6
C[C@H](CO)N1C[C@H](C)[C@H](CN(C)S(C)(=O)=O)Oc2ccc(NS(=O)(=O)c3ccc(Cl)cc3)cc2C1=O,12,0.2,1
Cc1ccc(C)c2[nH]c(=O)c(C(c3nnnn3C(C)(C)C)N3CC=C(c4ccc(F)cc4)CC3)cc12 (centres undefined),18,0.0,3
C/C=C/c1ccc(C2[C@H]3CNC[C@@H]2N3S(=O)(=O)c2c(C)noc2C)cc1 (some centres undefined),-7,0.0,0
C[C@@H]1CN([C@H](C)CO)C(=O)c2cc(NS(=O)(=O)c3ccc(Cl)cc3)ccc2O[C@H]1CN(C)Cc1ccc(C(F)(F)F)cc1,-7,0.0,2
CCCC(=O)N1CCC2(CC1)CN(C(=O)C1CCOCC1)[C@H](CO)c1[nH]c3cc(OC)ccc3c12,-5,0.1,5
CCCNC(=O)N1CC2(CN(C(=O)c3ccncc3)C2)c2c([nH]c3cc(OC)ccc23)[C@@H]1CO,-14,0.0,3
CC(C)NC(=O)N(C)C[C@H]1Oc2ccc(NS(=O)(=O)c3cccs3)cc2C(=O)N([C@@H](C)CO)C[C@@H]1C,13,0.0,-2
O=C(C1CCOCC1)N1CC2(C1)[C@H](c1ccccc1)[C@@H](CO)N2Cc1ccccc1F,3,0.1,-4
COc1ccc(S(=O)(=O)Nc2cccc3c2O[C@@H](CN(C)Cc2ccc(C(=O)O)cc2)[C@@H](C)CN([C@@H](C)CO)C3=O)cc1,2,-0.1,0
C/C=C/c1ccc(C2[C@@H]3CN(S(=O)(=O)c4cccc(OC)c4)C[C@H]2N3)cc1 (some centres undefined),-2,0.0,-29
O=C(CSc1nnc(Cc2ccccc2)n1-c1cccc(Cl)c1)NNC(=O)Cc1ccccc1,-13,-0.1,12
